Screening data: PubChem BioAssay, National Center for Advancing Translational Sciences (NCATS)
IDH1 R132H inh = blocks human mutant IDH1 R132H enzyme. O75874. IDH1-R132H enzyme, NADPH consumption, diaphorase/resazurin fluorescence. Potency, µM (titrated, usually from 76.6 µM), for the others: at the highest dose activity change, negative = inhibition, usual class: inhibitors. actives 0.093% (n = 390,000). AID 602179; also: potency is read from the fitted curve at half-maximal effect; % is scaled to controls: 0 for no effect and ±100 for the full control effect; nearly all actives have a fitted effect of over 65% in size
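IDH1-R132H (0.5 ug/mL dispensed) in pH 7.5 Tris buffer was preincubated 30 min with compound, then given a substrate mix of 0.016 mM NADPH and 2 mM alpha-KG for 80 min at room temperature; remaining NADPH was read by diaphorase/resazurin fluorescence.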
TrxR1 substrate = substrates of rat thioredoxin reductase 1; O89049; purified TrxR1 substrate turnover, NADPH consumption readout; Potency, µM (series often up to 114 µM), without a hit: at the highest dose activity change, negative = substrate turnover; AID 588456; actives 0.01% (n = 390,000); also: potency is read from the fitted curve at half-maximal effect; % is scaled to controls: 0 for no effect and ±100 for the full control effect; nearly all actives have a fitted effect of over 50% in size
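Rat TrxR1, dispensed at 90 nM, was prereduced with 400 uM NADPH (final) for 5 min at ~22 deg C, then incubated with compound 15 min before 400 uM selenite. A first-read NADPH fluorescence drop versus no-compound background flagged substrates.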
LDHA inh = LDHA (human) enzyme inhibition; P00338; purified LDHA, NADH/diaphorase-resazurin fluorescence; active compounds read low; activity change, % (values are at about 110 or 230 µM); actives 0.15% (n = 480,000); AID 1347041; in the data active = activity change below about -30%; inconclusive = mostly about -25% to -30%;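 also: plate controls were DMSO wells for no effect and wells without enzyme for full effect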
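Human LDH5 (2 nM) was incubated with 0.06 mM NADH and 0.2 mM pyruvate for 5 min at room temperature in Tris pH 7.4. Remaining NADH was coupled through diaphorase/resazurin, and resorufin fluorescence was read at 0 and 20 min.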
USP1-UAF1 inh = blocks the human USP1/UAF1 deubiquitinase complex | O94782 | recombinant USP1/UAF1, Ub-Rhodamine cleavage fluorescence | Potency, µM (highest dose often 57.1 µM), inactives show top-dose activity change, negative = inhibition, hits mostly inhibitors | actives 0.23% (n = 390,000) | AID 743255; also: potency is read from the fitted curve at half-maximal effect; % is scaled to controls: 0 for no effect and ±100 for the full control effect; nearly all actives have a fitted effect of over 60% in size; inactives centre near -12
Target sequence (O94782 whole entry, looked up): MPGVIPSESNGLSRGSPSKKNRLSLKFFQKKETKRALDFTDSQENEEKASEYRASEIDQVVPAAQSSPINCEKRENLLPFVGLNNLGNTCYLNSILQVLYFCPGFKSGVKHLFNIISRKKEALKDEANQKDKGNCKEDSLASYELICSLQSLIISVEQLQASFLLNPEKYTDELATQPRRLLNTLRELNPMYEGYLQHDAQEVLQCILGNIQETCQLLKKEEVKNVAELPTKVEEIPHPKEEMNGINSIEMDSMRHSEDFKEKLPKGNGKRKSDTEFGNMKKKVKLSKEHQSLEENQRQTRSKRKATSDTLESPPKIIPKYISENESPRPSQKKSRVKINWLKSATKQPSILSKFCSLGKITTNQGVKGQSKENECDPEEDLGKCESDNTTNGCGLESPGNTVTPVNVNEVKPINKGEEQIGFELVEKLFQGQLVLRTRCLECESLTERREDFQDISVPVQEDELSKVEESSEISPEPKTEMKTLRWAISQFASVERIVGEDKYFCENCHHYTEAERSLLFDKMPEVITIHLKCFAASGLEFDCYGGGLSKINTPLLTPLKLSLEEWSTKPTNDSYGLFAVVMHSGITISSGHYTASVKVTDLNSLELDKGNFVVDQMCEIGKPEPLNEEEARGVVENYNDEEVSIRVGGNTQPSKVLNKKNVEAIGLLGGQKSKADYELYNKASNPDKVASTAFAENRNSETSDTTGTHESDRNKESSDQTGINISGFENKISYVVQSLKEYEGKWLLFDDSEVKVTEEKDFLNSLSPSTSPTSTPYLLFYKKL
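USP1/UAF1 complex at 1 nM was preincubated with compound for 15 min at room temperature, then Ub-Rho substrate (150nM final) was added. Fluorescence (480/540 nm) was read kinetically, 6 reads every 60 seconds.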
Glioma ERSR ind = inducers of ER stress response in human glioma cells. U87-MG GRP78 promoter luciferase reporter, 16 h. Potency, µM, for the others: at the top dose activation, hits mostly activators. actives 0.02% (n = 420,000); also: potency is read from the fitted curve at half-maximal effect; series mostly up to about 76 µM; % of control where 0% means no effect; nearly all actives have a fitted effect of over 35% in size
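ERSR induction read as luciferase luminescence (Bright-Glo, 10 min at room temperature) in stably transfected human U87-MG glioma cells exposed to compounds for 16 h, using GRP78 as sensor.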
RGS4 inh = blocks human RGS4-accelerated GTP hydrolysis. Transcreener GDP fluorescence polarization, RGS4-accelerated GTP hydrolysis. AID 504845. actives 0.039% (n = 390,000). P49798. Potency, µM (highest dose often 114 µM), without a hit: at the top dose activity change, negative = inhibition, hits mostly inhibitors; also: potency is read from the fitted curve at half-maximal effect; % is scaled to controls: 0 for no effect and ±100 for the full control effect; nearly all actives have a fitted effect of over 75% in size; some results filed as inactive show a strong effect at the top dose
Target sequence (P49798 whole entry, looked up): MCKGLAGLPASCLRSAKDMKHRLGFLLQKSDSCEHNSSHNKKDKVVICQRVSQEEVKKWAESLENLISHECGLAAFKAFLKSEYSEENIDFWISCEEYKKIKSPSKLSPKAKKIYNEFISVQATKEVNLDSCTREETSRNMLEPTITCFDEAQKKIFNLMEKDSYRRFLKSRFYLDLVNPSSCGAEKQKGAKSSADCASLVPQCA
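MLSMR compounds (23 nl, pin-transferred) preincubated 10 min at room temperature with a 500nM (2x) first reagent, then RGS4 at 900nM (2x) plus Transcreener GDP mix added; fluorescence polarization (620/688 nm) read before and after 90 min at 30 °C.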
Vif-APOBEC3G blk = Vif-A3G binding inhibition; HeLa A3G-eYFP + Vif (tagged APOBEC3G with the HIV-1 protein that degrades it), YFP fluorescence, overnight; Potency, µM (series often up to 46.1 µM), for the others: at the highest dose activity, negative = active, hits mostly inhibitors; actives 0.076% (n = 410,000); AID 602310;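 also: potency is read from the fitted curve at half-maximal effect; % is scaled to controls: 0 for no effect and ±100 for the full control effect; nearly all actives have a fitted effect of over 60% in size; hits raise eYFP signal because A3G escapes Vif-driven loss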
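Read-out is eYFP fluorescence (Ex 488/Em 500-530) from Vif-expressing HeLa A3G-eYFP cells; more signal means A3G escaped Vif-mediated degradation. Cells plated overnight, compound pinned in, incubated overnight at 37 deg C.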
TrxR1 inh = inhibitors of rat thioredoxin reductase 1; recombinant rTrxR1, NADPH fluorescence consumption, selenite substrate; AID 588453; Potency, µM (series often up to 114 µM), for inactives: at the highest dose activity change, negative = inhibition, actives largely listed as inhibitors; actives 1% (n = 390,000); O89049; also: potency is read from the fitted curve at half-maximal effect; % is scaled to controls: 0 for no effect and ±100 for the full control effect; nearly all actives have a fitted effect of over 65% in size
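Rat TrxR1 (90 nM in the dispensed reagent) was pre-reduced with 400 uM NADPH for 5 min at room temperature, then incubated with compound for 15 min. After 400 uM selenite was added, NADPH fluorescence (Ex 340/Em 450 nm) was followed for 8 min.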
Vif-A3F inh = blocks the Vif interaction with APOBEC3F. AID 602313. Potency, µM (series often up to 46.1 µM), for inactives: at the highest dose activity, negative = active. actives 0.2% (n = 390,000). HeLa A3F-eYFP + Vif (tagged APOBEC3F with the HIV-1 protein that degrades it), YFP fluorescence increase; also: potency is read from the fitted curve at half-maximal effect; % of control where 0% means no effect; nearly all actives have a fitted effect of over 65% in size
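HeLa cells stably expressing A3F-eYFP plus Vif, plated and incubated overnight at 37 deg C, then exposed to compounds overnight at 37 deg C. Blocked degradation read as raised yellow fluorescence (Ex 488/Em 500-530).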
* = called active by the depositor; ? = inconclusive; / = no result given; & = joins results of further samples; [ ] = dose if it differs, or a comment. Unless noted, calls follow the shape of the dose curve; as a rule, active = well fitted curve in the direction sought with a large enough effect; inconclusive = small, poorly fitted or top-dose-only effect, or another doubt; inactive = no such curve, though single readings can be large; an effect the other way counts as inactive or inconclusive.

IDH1 R132H inh,TrxR1 substrate,LDHA inh,USP1-UAF1 inh,Glioma ERSR ind,RGS4 inh,Vif-APOBEC3G blk,TrxR1 inh,Vif-A3F inh,canonical_smiles
4%,4%,-11,-5%,6%,0%,-1%,27%,-15%,Cc1ccc(N(Cc2ccccc2)C(=O)c2cccc(S(=O)(=O)N3CC(C)OC(C)C3)c2)cc1 (stereo not drawn)
-3%,9%,-3,-11%,-2%,2%,-1%,-11%,6%,O=C(COC(=O)c1ccccc1O)NCc1ccc2c(c1)OCO2
4%,-7%,-2,-5%,-4%,-2%,1%,10%,?,COc1cccc(CNC(=O)CC(NC(=O)c2ccccc2)c2ccccc2)c1 (stereo not drawn)
-2%,3%,-2,-20%,-3%,-31%,0%,17%,-2%,CC(=O)c1ccc(S(=O)(=O)N2CCC(NC(=O)c3ccccc3)CC2)cc1
3%,4%,-6,15%,5%,-9%,-7%,-3%,-10%,COCCn1c(SCc2ccc(C(=O)OC)o2)nc2cc(Cl)ccc2c1=O
-3%,38%[activator],0,-22%,2%,-1%,0%,51%[activator],0%,COc1cc(/C=C/c2ccccc2)cc(OC)c1
0%,-4%,-2,1%,-6%,17%,0%,-22%,-13%,CN1CCN(CCCNC(=O)c2ccc3c(Cl)c4c(nc3c2)CCCC4)CC1
-3%,-5%[57.1 µM],-4,-10%,-4%,-2%,0%,9%,3%,CC(=O)Nc1ccc(NC(=O)c2ccccc2-n2cnnn2)cc1
7%,0%,-3,-12%,-2%,-6%,-1%,-13%,-25%,CC(=O)N/C(=C\c1ccccc1)C(=O)OCC(=O)c1ccccc1
0%,369%[activator],-15,-10%,-3%,3%,0%,89µM*,2%,COc1cc2c(cc1OC)C(CCc1ccccc1)=NCC2
7%,/,11,?,-12%,/,-4%,/,0%,COc1ccc(-n2nc3ccc(N)cc3n2)cc1
9%,2%[57.1 µM],-2,-25%,-1%,-17%,-4%,7%[57.1 µM],?,Cc1cc(C(=O)Nn2c(C)nc3ccccc3c2=O)ccc1[N+](=O)[O-]
13%,-2%,-1,-21%,-4%,-16%,0%,5%,3%,COc1ccc(OC)c(S(=O)(=O)N2CCc3ccccc32)c1
-9%,/,-6,1%,-3%,/,-1%,/,0%,NC(=O)CCC(NC(=O)OCc1ccccc1)C(=O)OCC(=O)c1ccccc1 (stereo not drawn)
-7%,-4%[57.1 µM],-7,-16%,3%,3%,-3%,8%,2%,CCOC(=O)c1c(C)[nH]c(C(=O)COC(=O)c2c(CC)noc2C)c1C
-11%,-4%,0,6%,-5%,25%,-4%,1%,?,CC(=O)N1CCC(C(=O)NC2CCCc3c2cnn3-c2cc(F)cc(F)c2)CC1 (stereo not drawn)
4%,-4%,-9,-19%,2%,5%,-3%,-9%,6%,Cc1cc(=O)oc2cc(Nc3ccccc3)ccc12
0%,-4%,-7,-19%,-3%,31%,-6%,-6%,1%,O=C(NCC1CCCO1)c1cc(C(=O)C2CC2)c[nH]1 (stereo not drawn)
0%,-11%,-1,-3%,-19%,-21%,-1%,-14%,4%,Cc1ccc2c(c1)c1c(n2CC(O)Cn2c(C)nc3ccccc32)/C(=N\O)CCC1 (stereo not drawn)
-21%,4%,-3,?,-4%,-19%,-19%,19%,?,Fc1cc(Br)ccc1Nc1nc2ccccc2n2nnnc12
-4%,-1%[57.1 µM],-11,-2%,-2%,-20%,?,11%[57.1 µM],-13%,COc1ccc(/C=N/NC(=O)c2cccnc2)cc1COc1ccc([N+](=O)[O-])cc1
12%,-1%,1,-11%,1%,-20%,-8%,-9%,-1%,CCOC(=O)c1nnc(-c2ccccc2)[nH]c1=O
-9%,-4%,-3,-13%,-4%,-21%,1%,3%,1%,Nc1c([N+](=O)[O-])cnnc1-c1ccccc1
/,7%,0,/,-8%,/,-5%,7%,/,CC1(C)C=Cc2c(ccc(C(=O)/C=C/c3ccccc3)c2O)O1
-3%,-9%,-5,-7%,-1%,16%,5%,5%,4%,COc1ccccc1CNC(=O)CN1CCN(c2ccc(C(C)=O)cc2)CC1
-2%,-5%,-2,-7%,-4%,-30%,-2%,2%,-5%,CNC(=O)c1c(NC(=O)c2ccco2)sc(C)c1C
-4%,12%,-2,7%,-1%,10%,-5%,26%,-5%,O=C(Nc1ccc2oc(-c3ccc(Cl)cc3)nc2c1)c1ccc2ccccc2c1
2%,11%,-1,-18%,-5%,-21%,-24%,26%,2%,COCCCNC(=O)c1c(NC(=O)Cc2coc3cc(C)ccc23)sc2c1CCCC2
/,0%,/,/,-5%,/,2%,8%,/,Cc1nc2n(c(=O)c1CCN1CCC(c3noc4cc(F)ccc34)CC1)CCC[C@@H]2O
23%,2%[57.1 µM],4&-1,2%,-2%,1%,1%,-11%[57.1 µM],2%,O=C(O)c1ccccc1SCc1cn2ccccc2n1
18%,-5%[57.1 µM],-2,-5%,-1%,-26%,0%,15%[57.1 µM],7%,CCC(C)[C@@H](C(=O)N1CCNCC1)n1cc(CCCCN)nn1 (stereo partly drawn)
8%,-3%,-4,-23%,-3%,-20%,-2%,4%,-15%,COC(=O)c1cc(S(=O)(=O)NCC2CCN(CCc3cccs3)CC2)c[nH]1
-1%,/,2,-13%,-2%,/,2%,/,3%,O=S(=O)(Nc1nc(-c2ccco2)c(-c2ccco2)s1)c1ccc(F)cc1F
12%,4%[57.1 µM],6,-23%,-6%,-31%,-2%,24%[57.1 µM],1%,COc1cc([N+](=O)[O-])ccc1NC(=O)N1CCN(c2cc(-c3noc(C)n3)ccc2C)CC1
-3%,4%[57.1 µM],-8,-2%,-4%,12%,3%,19%[57.1 µM],-2%,CC(C)(C)NC(=O)CN(CCc1ccccc1)C(=O)c1csnn1
2%,0%[57.1 µM],-6,-21%,-4%,-8%,0%,7%[57.1 µM],10%,Cn1c(=O)cc(Cl)[nH]c1=O
13%,8%,1,-20%,4%,-13%,3%,20%,8%,O=C(CCc1ccccc1)NCCc1ccc(F)cc1
0%,6%,-7,-9%,0%,1%,-1%,19%,?,O=C(c1ccccc1)c1ccc2nc(N3CCN(c4ccccc4)CC3)c3nncn3c2c1
3%,8%,1,-6%,-5%,-11%,4%,9%,-1%,CC1CCN(CC(O)COCCC23CC4CC(CC(C4)C2)C3)CC1 (stereo not drawn)
2%,11%,2,-19%,-1%,-13%,0%,-3%,17%,CC(=O)c1ccc(S(=O)(=O)N2CCCC(N(C)CCc3ccccc3)C2)cc1 (stereo not drawn)
4%,-7%[57.1 µM],-3,-14%,-3%,5%[11.4 µM],1%,18%[57.1 µM],7%,COc1ccc(C(=O)N2CCN(c3ncnc4c(-c5ccccc5)nsc34)CC2)cc1
0%,7%[57.1 µM],-7,3%,-5%,11%,1%,17%[57.1 µM],9%,CCOC(=O)c1nnn2c1nc(N1CCN(C)CC1)c1ccccc12
4%,-9%,2,-15%,-1%,-21%,-4%,-8%,4%,CC#CCN(CC#CC)S(=O)(=O)c1ccc(-n2cnnn2)c(OC)c1
2%,6%,-1,-24%,-2%,6%,0%,28%,-2%,O=C(NCCc1ccc(C(F)(F)F)cc1)C1CC(=O)N(Cc2ccccc2)C1 (stereo not drawn)
-1%,-3%,-7,?,-3%,14%,5%,2%,1%,CC(C)[C@H](NS(=O)(=O)c1ccccc1)C(=O)OCC(=O)NC(=O)NC1CCCCC1
3%,-2%,0,-4%,8%,-41%,1%,?,-1%,O=C1OC(c2ccccc2)=C/C1=C/N1CCCCC1
0%,12%[57.1 µM],-5,-18%,-3%,7%,-2%,21%[57.1 µM],2%,NC(=O)c1nc[nH]c1C(=O)Nc1cccc(NC(=O)c2cccc(C(F)(F)F)c2)c1
/,0%,/,/,-4%,-1%,-2%,9%,/,NS(=O)(=O)Nc1ccccc1Br
0%,3%,-4,-11%,-4%,28%,0%,14%,5%,Cn1c(=O)c(=O)n(C)c2cc(S(=O)(=O)NCCOc3ccccc3)ccc21
-1%,9%,-9,-8%,-2%,-22%,1%,20%,-13%,CCN(CC)C(=O)C1CC(=O)OC1(C)C (stereo not drawn)

The list continues.
IDH1 R132H inh,TrxR1 substrate,LDHA inh,USP1-UAF1 inh,Glioma ERSR ind,RGS4 inh,Vif-APOBEC3G blk,TrxR1 inh,Vif-A3F inh,canonical_smiles
0%,7%,-12,-15%,-1%,-35%[56.9 µM],-23%,?,-27%,O=C(/C=C/c1c(Cl)cccc1Cl)n1cccn1
4%,10%[57.1 µM],-17,-8%,-4%,-24%,0%,20%[57.1 µM],6%,COc1ccc(NC(=O)CCCn2c(=O)c3sccc3n(Cc3ccccc3)c2=O)cc1
2%,10%,-6,-14%,-2%,-11%,-2%,17%,0%,CCCNC(=O)CCNC(=O)c1ccc(C(C)(C)C)cc1
5%,2%,0,-19%,7%,-26%,4%,5%,-1%,CC(C)C(=O)Nc1ccc(NC(=O)c2cccc(F)c2)cn1

Two consecutive compounds from above:
IDH1 R132H inh,TrxR1 substrate,LDHA inh,USP1-UAF1 inh,Glioma ERSR ind,RGS4 inh,Vif-APOBEC3G blk,TrxR1 inh,Vif-A3F inh,canonical_smiles
-1%,9%,-9,-8%,-2%,-22%,1%,20%,-13%,CCN(CC)C(=O)C1CC(=O)OC1(C)C (stereo not drawn)
0%,7%,-12,-15%,-1%,-35%[56.9 µM],-23%,?,-27%,O=C(/C=C/c1c(Cl)cccc1Cl)n1cccn1

This is a subset; rates above refer to the full screens.
